Screens from PubChem BioAssay.
RORgamma inh: qHTS for inhibitors of ROR gamma transcriptional activity; Potency, µM (top dose mostly 53.6 µM), inactives show top-dose activity change, negative = inhibition, usual class: inhibitors; 310,000 compounds, 5.4% hits; Nuclear receptor ROR-gamma (Mus musculus), P51450; Drosophila S2 Gal4-RORgamma UAS-luciferase reporter, 20 h; note: potency is the fitted concentration of half-maximal effect; % is set by controls: 0 for no effect and ±100 for the full control effect; nearly all actives have a fitted effect of over 60% in size
Target sequence (P51450 whole entry, looked up, the tested form may be a part): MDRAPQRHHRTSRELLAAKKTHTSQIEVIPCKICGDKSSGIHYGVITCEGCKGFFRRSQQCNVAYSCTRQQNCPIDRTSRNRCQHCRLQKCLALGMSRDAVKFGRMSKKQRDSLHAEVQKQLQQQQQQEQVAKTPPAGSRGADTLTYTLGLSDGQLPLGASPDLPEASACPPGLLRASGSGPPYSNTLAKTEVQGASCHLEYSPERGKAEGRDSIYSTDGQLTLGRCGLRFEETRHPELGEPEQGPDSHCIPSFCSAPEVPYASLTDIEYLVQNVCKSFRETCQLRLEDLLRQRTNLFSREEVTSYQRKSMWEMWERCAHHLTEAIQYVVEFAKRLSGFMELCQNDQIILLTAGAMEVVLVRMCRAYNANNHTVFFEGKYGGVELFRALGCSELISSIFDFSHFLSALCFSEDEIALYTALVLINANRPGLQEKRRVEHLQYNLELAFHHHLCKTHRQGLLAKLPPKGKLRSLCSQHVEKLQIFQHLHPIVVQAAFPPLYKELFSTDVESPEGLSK
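Using a luciferase readout, inhibitors were identified by reduced reporter activity in Drosophila cells coexpressing a copper-inducible Gal4–ROR gamma fusion and UAS-driven Photinus luciferase, incubated 20 hr after 700 uM copper sulfate.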
FBPA coupling cs: qHTS Assay for Inhibitors of Fructose-1,6-bisphosphate Aldolase from Giardia Lamblia: Coupling assay counterscreen; coupling enzyme system counterscreen, AmpLite Red fluorescence; 290,000 compounds, 0.67% hits; AID 2472, 2010; activity change, negative = inhibition, % at 58.2 µM, hits read low; in the data active = activity change below about -30%; note: % is set by controls: 0 for no effect and ±100 for the full control effect
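Final compound at 57.5 uM, incubated 10 min at RT with coupling enzyme reagent (glyceraldehyde-3-phosphate), then 20 min with substrate and AmpLite Red detection. Fluorescence read at 525/598 nm; tests interference with the coupling assay, not aldolase inhibition.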
VP16 counter: VP16 counterscreen qHTS for inhibitors of ROR gamma transcriptional activity | Potency, µM (doses to about 53.6 µM), without a hit: at the highest dose activity, negative = inhibition, hits mostly inhibitors | 310,000 compounds, 3.5% hits | AID 2546, 2010 | Drosophila S2 Gal4-VP16 UAS-luciferase, luminescence, 20 h;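 note: Gal4-VP16 expression switched on by copper sulfate through the metallothionein promoter; potency is the fitted concentration of half-maximal effect; % is set by controls: 0 for no effect and ±100 for the full control effect; nearly all actives have a fitted effect of over 50% in size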
Giardia kill: Small Molecules that selectively kill Giardia lamblia: qHTS; Giardia lamblia trophozoite viability; activity change, % at 7.66 µM, hits read low; 340,000 compounds, 0.15% hits; in the data active = activity change below about -80%; inconclusive = between about -30% and that limit;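 note: parasites exposed to compound for two days anaerobically before the ATP read; % is set by controls: 0 for no effect and ±100 for the full control effect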
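Giardia lamblia trophozoites (100 cells/well) were incubated with compounds for 48 h at 37 deg C under anaerobic conditions. Viability was read as ATP content by one-step luminescence after 15-30 min at room temperature.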
KCNH2 3.1 inh: qHTS for Inhibitors of KCHN2 3.1: Mutant qHTS; U2OS KCNH2 3.1, thallium flux FluxOr; hits give low values; activity change, % (tested at about 1.8 µM); 340,000 compounds, 0.95% hits; AID 720553, 2013;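 active = maximum activity change below -70%; inconclusive = maximum activity change from -70% to -50%; inactive = maximum activity change above -50%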;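 note: thallium influx rate constant from kinetic fluorescence after stimulation buffer; % is set by controls: 0 for no effect and ±100 for the full control effect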
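FluxOr-based Tl+ influx in U2OS cells transduced with KCNH2 3.1 virus; rate constants normalized to DMSO controls.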
FLuc counter: qHTS profiling assay for firefly luciferase inhibitor/activator using purifed enzyme and Km concentrations of substrates (counterscreen for miR-21 project). Luciferin 4-monooxygenase (Photinus pyralis), P08659. purified FLuc, Km substrates, luminescence inhibition. Potency, µM (series often up to 57.5 µM), without a hit: at the top dose activity change, negative = inhibition, usual class: inhibitors. 360,000 compounds, 6.9% hits;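 note: potency is the fitted concentration of half-maximal effect; plate controls were vehicle for no effect and reference inhibitor for full effect; nearly all actives have a fitted effect of over 55% in size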
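Purified P. pyralis luciferase (10nM final) with 10uM D-luciferin and 10uM ATP (Km levels) in 50mM Tris acetate pH 7.5, 10mM Mg acetate, 0.01% Tween-20, 0.05% BSA; qHTS 6-point titration, ~60 µM downward; luminescence read.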
Rab9 promoter act: qHTS Assay for Rab9 Promoter Activators. AID 485297, 2010. Potency, µM (highest dose often 9.22 µM), for inactives: at the highest dose activation, negative = inhibition, usual class: activators. 320,000 compounds, 2.8% hits. Huh7 Rab9 promoter-luciferase reporter, luminescence, 24 h; note: potency is the fitted concentration of half-maximal effect; % of control where 0% means no effect; nearly all actives have a fitted effect of over 60% in size
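Luminescence read-out: Huh7 cells stably expressing Rab9-luciferase, treated 24 h with compound at 37 °C, then lysed with luciferase reagent for 10 min at ambient before reading.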
NPC1 promoter act: qHTS Assay for NPC1 Promoter Activators. Huh7 NPC1 promoter luciferase reporter, 24 h. Potency, µM (doses to about 9.22 µM), for inactives: at the top dose activation, actives largely listed as activators. 320,000 compounds, 2.4% hits;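 note: potency is the fitted concentration of half-maximal effect; % of control where 0% means no effect; nearly all actives have a fitted effect of over 60% in size; reporter is driven by a mutant NPC1 promoter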
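Huh7 cells stably carrying NPC1 promoter–luciferase, plated in Opti-MEM with 10% FBS for 2 h, were exposed to compound in DMSO for 24 h at 37 °C; luciferase reagent was added for 10 min and luminescence read.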
ELG1 genotox: qHTS screen for small molecules that induce genotoxicity in human embryonic kidney (HEK293T) cells expressing luciferase-tagged ELG1; HEK293T ELG1-luciferase reporter, luminescence, 16 h; Potency, µM (series often up to 46 µM), for the others: at the highest dose activity change, positive = activation, usual class: activators; 330,000 compounds, 1.3% hits; AID 504466, 2011; note: potency is the fitted concentration of half-maximal effect; % of control where 0% means no effect; nearly all actives have a fitted effect of over 60% in size
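Luminescence read-out: rising ELG1-luciferase signal, reflecting elevated ELG1 protein under genetic stress, flags genotoxic compounds. Cells were treated for 16 hr at 37 °C before ONE-Glo detection.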
uPA surface inh: qHTS for Inhibitors of Cell Surface uPA Generation. Potency, µM (top dose mostly 38.3 µM), for inactives: top-dose activity change, negative = inhibition, hits mostly inhibitors. 330,000 compounds, 0.31% hits. cell surface uPA generation assay, qHTS; active = well fitted inhibition curve with a large enough effect; inconclusive = small, poorly fitted or top-dose-only effect; inactive = no such curve, though single readings can be large or run the other way; tested in mouse RAW 264.7 cells; note: potency is the fitted concentration of half-maximal effect; % is set by controls: 0 for no effect and ±100 for the full control effect; nearly all actives have a fitted effect of over 55% in size
Tb PFK block: qHTS Assay to Find Inhibitors of T. brucei phosphofructokinase. T. brucei PFK, ADP-Glo luminescence. Potency, µM (series often up to 57.5 µM), inactives show at the highest dose activity, negative = inhibition, hits mostly inhibitors. ATP-dependent 6-phosphofructokinase (Trypanosoma brucei brucei), O15648. 330,000 compounds, 0.17% hits;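 note: potency is the fitted concentration of half-maximal effect; 0% = uninhibited 1x PFK enzyme wells and -100% = no-enzyme wells; nearly all actives have a fitted effect of over 60% in size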
Target sequence (O15648 whole entry, looked up): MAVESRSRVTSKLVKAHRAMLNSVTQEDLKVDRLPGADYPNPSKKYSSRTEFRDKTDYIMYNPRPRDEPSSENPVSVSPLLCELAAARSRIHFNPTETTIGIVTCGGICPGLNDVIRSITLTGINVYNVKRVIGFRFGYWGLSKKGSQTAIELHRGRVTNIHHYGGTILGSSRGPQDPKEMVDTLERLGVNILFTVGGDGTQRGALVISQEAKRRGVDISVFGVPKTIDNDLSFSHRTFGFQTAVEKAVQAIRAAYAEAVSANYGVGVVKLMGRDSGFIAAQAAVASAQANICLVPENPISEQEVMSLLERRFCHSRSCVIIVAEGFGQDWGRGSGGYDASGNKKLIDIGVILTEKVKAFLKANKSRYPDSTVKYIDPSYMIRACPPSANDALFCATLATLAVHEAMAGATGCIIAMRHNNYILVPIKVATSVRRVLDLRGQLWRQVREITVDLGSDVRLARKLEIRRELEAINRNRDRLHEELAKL
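Compounds were pin-transferred as a titration series up to 57 uM into substrate buffer (0.5 mM F6P, 0.1 mM ATP, pH 8.0), then 1.25 nM PFK was added and reactions ran 45 min before ADP-Glo detection.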
* = called active by the depositor; ? = inconclusive; . = no result given; & = joins results of further samples; [ ] = dose if it differs, or a comment. Unless noted, calls come from the whole dose curve; as a rule, active = well fitted curve in the direction sought with a large enough effect; inconclusive = small, poorly fitted or top-dose-only effect, or another doubt; inactive = no such curve, though single readings can be large; an effect the other way counts as inactive or inconclusive.

entry	SMILES	RORgamma inh	FBPA coupling cs	VP16 counter	Giardia kill	KCNH2 3.1 inh	FLuc counter	Rab9 promoter act	NPC1 promoter act	ELG1 genotox	uPA surface inh	Tb PFK block
1	CSc1cccc(NC(=O)Cn2cccc2)c1	24%	1	-2%	-19	-17	-2%	-2%	3%	-2%	.	1%
2	COc1cccc(NC(=S)NCc2ccc3c(c2)cc(C)n3C)c1	4.5µM*	-4	?	16	0	-1%	16%	0%	-2%	56%[activator]	0%
3	N#CCCN(Cc1cccnc1)C(=O)Nc1ccc(Cl)c(Cl)c1	-8%	0	-2%	-5	2	2%	-10%	-4%	0%	-2%	-5%
4	O=C(OCCOc1ccccc1)c1cc(S(=O)(=O)N2CCOCC2)ccc1Cl	.	.	.	0	-3	1%	-9%	-2%	1%	6%	0%
5	COc1ccccc1N(C)S(=O)(=O)c1ccc(C(=O)N(C)Cc2ccc(OC(F)F)cc2)cc1	.	.	.	0	-6	-1%	-10%	-6%	-9%	-3%	-2%
6	O=C(O)c1ccccc1C(=O)Nc1ccccc1[N+](=O)[O-]	-4%	2	11%	34[activator]	10	3%	-7%	0%	0%	0%	4%
7	Cc1nc(-c2ccccc2)nc2sc(C(=O)c3ccc(F)cc3)c(N)c12	-15%	1	4%	20	-7	5%	-4%	3%	6%	9%	3%
8	CCN1CCCC1CNC(=O)c1cc2c(=O)n(C)c3ccccc3c2n1C (centres undefined)	4µM*	1	2%	-4	19	-1%	0%	1%	?	-13%	-7%

Next section
entry	SMILES	RORgamma inh	FBPA coupling cs	VP16 counter	Giardia kill	KCNH2 3.1 inh	FLuc counter	Rab9 promoter act	NPC1 promoter act	ELG1 genotox	uPA surface inh	Tb PFK block
9	CCOC(=O)c1c(NC2=NS(=O)(=O)c3ccccc32)sc2c1CCCCC2	?	3	2%	3	1	0%	?	1.4µM*	1%	-4%	-9%
10	O=C(O)c1ccc(-n2c(-c3cc(-c4ccco4)[nH]n3)n[nH]c2=S)cc1	-18%	1	-5%	-13	7	?	-9%	3%	2%	8%	3%
11	Cc1ccsc1C=C1C(=O)c2ccccc2C1=O	-29%	1	-4%	3	5	1.3µM*	?	?	2%	-2%	2%
12	Cc1cc(C)cc(Oc2nc(C(F)(F)F)nc3ccccc23)c1	?	1	-7%	2	0	-1%	-4%	-5%	-1%	-11%	-2%
13	CN(C)S(=O)(=O)n1cnc([C@@H]2[C@@H]3C(=O)OC[C@@H]3C[C@]23N=CN(Cc2ccccc2)C3=O)c1	.	.	.	15	-10	1%	2%	-2%	2%	19%	2%
14	Cc1ccnc(N=O)c1	.	.	.	13	-7	.	.	.	?	6%	7%
15	Cn1sc(NC(=O)c2ccccc2)nc1=O	4%	-2	1%	-24	13	19µM*	16%	14%	?	.	0%
16	Cc1cccc(C(=O)Nc2ccn(C)n2)c1	.	.	.	7	6	?	2.5µM*	?	?	-3%	-2%

3 entries from above, sorted by the number in RORgamma inh, falling:
no. | SMILES | RORgamma inh
15 | Cn1sc(NC(=O)c2ccccc2)nc1=O | 4%
10 | O=C(O)c1ccc(-n2c(-c3cc(-c4ccco4)[nH]n3)n[nH]c2=S)cc1 | -18%
11 | Cc1ccsc1C=C1C(=O)c2ccccc2C1=O | -29%

(next part)
entry	SMILES	RORgamma inh	FBPA coupling cs	VP16 counter	Giardia kill	KCNH2 3.1 inh	FLuc counter	Rab9 promoter act	NPC1 promoter act	ELG1 genotox	uPA surface inh	Tb PFK block
17	CC(=O)Nc1sc2c(c1C#N)CCC(C)C2 (centres undefined)	-1%	2	5%	12	-7	?	11%	10%	10%	-3%	10%
18	CSc1ccc(CNc2ccc(C)cc2)cc1	4%	-3	5%	-2	8	9.5µM*	4µM*	3.5µM*	?	-8%	2%
19	Cc1ccc(S(=O)(=O)Cc2ccc(C(=O)N3CCc4ccccc4C3)o2)cc1	29%	-2	12%	15	-14	-1%	-6%	-2%	-9%	7%	?
20	CCOc1ccc(NC(=O)CN2C(=O)c3ccccc3C2=O)cc1	1%	1	-2%	2	0	5%	-4%	0%	0%	7%	1%
21	Cc1ccc(-c2csc(N3CCN(CCCn4c(C(F)(F)F)nc5ccccc54)CC3)n2)cc1	?	-7	-2%	-2	-26	0%	1%	-4%	0%	-2%	-6%
22	O=C(Nc1cccc(NC(=O)c2ccccc2Cl)c1)c1cccs1	?	1	24%	-6	7	?	6%	-3%	-2%	-7%	3%
23	CN(CC(=O)Nc1ccc(S(=O)(=O)N2CCCC2)cc1)CC(=O)Nc1cccc(F)c1	30%	1	-5%	17	24	-1%	-1%	?	-10%	2%	0%
24	CCOc1ccc(NS(=O)(=O)c2cc(OCC(N)=O)c(C)cc2Cl)cc1	?	0	-9%	1	6	4%	-4%	-1%	-3%	5%	0%

(further entries)
entry	SMILES	RORgamma inh	FBPA coupling cs	VP16 counter	Giardia kill	KCNH2 3.1 inh	FLuc counter	Rab9 promoter act	NPC1 promoter act	ELG1 genotox	uPA surface inh	Tb PFK block
25	COc1ccc(-c2oc3ncnc(NCCN4CCOCC4)c3c2-c2ccc(OC)cc2)cc1	-14%	2	-2%	6	4	-2%	-6%	-1%	0%	1%	5%
26	NS(=O)(=O)c1ccc(NC(=O)/C(=C/c2ccncc2)NC(=O)c2ccccc2)cc1	-16%	4	-6%	-6	-7	2%	9%	0%	7%	5%	0%
27	COc1ccc(/C=N/NC(=O)c2csc(-n3nc(C)cc3C(F)(F)F)n2)cc1	12%	4	-2%	11	3	?	-2%	-4%	-1%	4%	1%
28	CCOC(=O)c1ccc2nc3c(cc2c1)CCS3	-10%	5	-1%	1	-6	19µM*	19%	?	?	.	3%
29	O=C(NOCc1ccccc1)c1ccccc1	.	.	.	-3	6	6µM*	1.8µM*	3.2µM*	6.5µM*	?	-3%&-12%
30	C/C(=N\NC(=O)C(=O)Nc1cccc(Cl)c1)c1ccncc1	?	-1	5.6µM*	-6	2	-1%	1%	8%	3%	-4%	-6%
31	COc1ccc(C2CC(c3ccccc3)=NN2C(=O)COC(=O)c2ccc(Cl)nc2)cc1 (centres undefined)	-15%	0	-15%	48[activator]	4	?	2%	0%	4%	-3%	0%
32	COc1ccccc1OC(C)C(=O)N1CCC(Cc2ccccc2)CC1 (centres undefined)	-1%	0	0%	-13	7	7%	-11%	-2%	-10%	-3%	-2%

The list continues.
entry	SMILES	RORgamma inh	FBPA coupling cs	VP16 counter	Giardia kill	KCNH2 3.1 inh	FLuc counter	Rab9 promoter act	NPC1 promoter act	ELG1 genotox	uPA surface inh	Tb PFK block
33	CC(C)OCC(O)CN (centres undefined)	-18%	0	-8%	1	22	3%	3%	2%	-4%	-1%	4%
34	O=C(COc1cccc(Br)c1)Nc1ccc(Cl)c(S(=O)(=O)N2CCOCC2)c1	.	.	.	-13	-13	.	.	.	-9%	-5%	-21%
35	COc1ccc(S(=O)(=O)N2CCCCC2)cc1NC(=O)c1cc(C)on1	-11%	0	-6%	-2	-3	1%	1%	-5%	-2%	-1%	-1%
36	COc1cc(/C=N\NC(=O)CC(=O)NCCc2ccccc2)ccc1O	1%	1	-25%	6	8	2%	-1%	1%	-1%	4%	-7%
37	O=C(C(c1ccccc1)c1ccccc1)N1CCN(Cc2ccccn2)CC1	-13%	-3	-13%	6	-1	-1%	-8%	-1%	-2%	0%	-3%
38	O=C(O)CCN1CC2([N+](=O)[O-])CC=C(OCCO)C([N+](=O)[O-])(C1)C2 (centres undefined)	3%	-2	-7%	?	14	-1%	5%	-1%	0%	7%	-8%
39	CCOC(=O)c1cnc2ccc(Cl)cc2c1NCCN(C)C	?	-57*	-8%	-1	3	1%	0%	-3%	11%	2%	2%
40	O=C(NC1CCCCC1)c1ccccc1NC(=S)NC(=O)C1CCC1	?	-4	-15%	-11	-3	-2%	-6%	0%	2%	-4%	6%
